Screens as filed in PubChem BioAssay.
TrxR1 substrate – substrates of rat thioredoxin reductase 1; O89049; purified TrxR1 substrate turnover, NADPH consumption readout; Potency, µM (titrated, usually from 114 µM), without a hit: at the highest dose activity change, negative = substrate turnover; 390,000 tested, 0.01% active; AID 588456; also: potency is read from the fitted curve at half-maximal effect; % is scaled to controls: 0 for no effect and ±100 for the full control effect; nearly all actives have a fitted effect of over 50% in size
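Rat TrxR1, dispensed at 90 nM, was prereduced with 400 uM NADPH (final) for 5 min at ~22 deg C, then incubated with compound 15 min before 400 uM selenite. A first-read NADPH fluorescence drop versus no-compound background flagged substrates.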
Pin1 inhibitor – inhibitors of human Pin1 | Pin1 FP peptide displacement, HiFluor488, 10 min | 390,000 tested, 0.009% active | Potency, µM (doses to about 115 µM), for the others: at the top dose activity, negative = inhibition, actives largely listed as inhibitors | Q13526; active = well fitted inhibition curve with a large enough effect in the polarisation, with a control signal flat, not every such curve was filed as active; inconclusive = small, poorly fitted or top-dose-only effect, or effect the other way, or a change in a side signal; inactive = no such curve, though single readings can be large or run the other way; the % refers to the polarisation; also: potency is read from the fitted curve at half-maximal effect; % is scaled to controls: 0 for no effect and ±100 for the full control effect
Tb PGK inh – inhibitors of T. brucei phosphoglycerate kinase; P07378; PGK/GAPDH coupled, Kinase-Glo luminescence, 60 min; Potency, µM (series often up to 57.5 µM), for inactives: top-dose activity change, negative = inhibition, actives largely listed as inhibitors; 380,000 tested, 0.043% active; AID 602233; also: potency is read from the fitted curve at half-maximal effect; % is scaled to controls: 0 for no effect and ±100 for the full control effect; nearly all actives have a fitted effect of over 60% in size
Target sequence (P07378 whole entry, looked up): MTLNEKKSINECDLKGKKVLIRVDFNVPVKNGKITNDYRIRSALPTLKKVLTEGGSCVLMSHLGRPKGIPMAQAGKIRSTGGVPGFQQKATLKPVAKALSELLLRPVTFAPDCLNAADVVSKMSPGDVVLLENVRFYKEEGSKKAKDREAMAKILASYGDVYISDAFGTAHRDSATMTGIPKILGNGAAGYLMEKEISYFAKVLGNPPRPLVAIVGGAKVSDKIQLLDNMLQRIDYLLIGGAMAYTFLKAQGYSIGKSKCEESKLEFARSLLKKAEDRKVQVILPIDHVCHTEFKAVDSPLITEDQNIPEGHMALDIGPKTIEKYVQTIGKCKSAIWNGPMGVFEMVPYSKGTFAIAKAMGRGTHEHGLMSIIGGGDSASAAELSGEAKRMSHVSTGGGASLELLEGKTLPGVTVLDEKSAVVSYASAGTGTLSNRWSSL
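Recombinant glycosomal PGK reaction used 1,3-bisphosphoglycerate generated in-well by GAPDH (100nM final) in 100mM TEA pH 7.6, 5mM MgCl2, 0.01% Tween-20. After 60 minutes at room temperature, ATP was read by Kinase-Glo Plus luminescence end-point.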
USP1 inh – blocks the human USP1/UAF1 deubiquitinase complex; Potency, µM (titrated, usually from 57.1 µM), for the others: at the top dose activity change, negative = inhibition, actives largely listed as inhibitors; AID 743255; recombinant USP1/UAF1, Ub-Rhodamine cleavage fluorescence; O94782; 390,000 tested, 0.23% active; also: potency is read from the fitted curve at half-maximal effect; % is scaled to controls: 0 for no effect and ±100 for the full control effect; nearly all actives have a fitted effect of over 60% in size; inactives centre near -12
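Step one: compound is pinned into 1nM USP1/UAF1 in HEPES pH 7.8 buffer with TCEP. Step two: 15 min room-temperature incubation. Step three: Ub-Rho (150nM final) starts cleavage, tracked by fluorescence over six one-minute reads.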
HP1b binding inh – blocks HP1-beta chromodomain binding to methylated histone tails; AlphaScreen HP1-beta / biotin-H3K9me3 peptide binding; Potency, µM (series often up to 114 µM), inactives show at the highest dose activity change, negative = inhibition, hits mostly inhibitors; 390,000 tested, 0.56% active; also: potency is read from the fitted curve at half-maximal effect; nearly all actives have a fitted effect of over 70% in size; inactives centre near 23
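AlphaScreen: HP1-beta (50 nM) preformed 30 min with biotin-H3(1-18)K9me3 peptide (50 nM) in PBS pH 7.4, 0.01% Tween-20. Compound added for 30 min at RT, then streptavidin donor/nickel chelate acceptor beads (10 ug/mL) for 30 min.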
GLS inhibitor – glutaminase GLS (human) inhibition; AID 624170; 410,000 tested, 0.21% active; Potency, µM (titrated, usually from 45.5 µM), inactives show at the top dose activity change, negative = inhibition, hits mostly inhibitors; GLS enzymatic activity, qHTS titration; O94925; also: potency is read from the fitted curve at half-maximal effect; % is scaled to controls: 0 for no effect and ±100 for the full control effect
Target sequence (O94925 whole entry, looked up): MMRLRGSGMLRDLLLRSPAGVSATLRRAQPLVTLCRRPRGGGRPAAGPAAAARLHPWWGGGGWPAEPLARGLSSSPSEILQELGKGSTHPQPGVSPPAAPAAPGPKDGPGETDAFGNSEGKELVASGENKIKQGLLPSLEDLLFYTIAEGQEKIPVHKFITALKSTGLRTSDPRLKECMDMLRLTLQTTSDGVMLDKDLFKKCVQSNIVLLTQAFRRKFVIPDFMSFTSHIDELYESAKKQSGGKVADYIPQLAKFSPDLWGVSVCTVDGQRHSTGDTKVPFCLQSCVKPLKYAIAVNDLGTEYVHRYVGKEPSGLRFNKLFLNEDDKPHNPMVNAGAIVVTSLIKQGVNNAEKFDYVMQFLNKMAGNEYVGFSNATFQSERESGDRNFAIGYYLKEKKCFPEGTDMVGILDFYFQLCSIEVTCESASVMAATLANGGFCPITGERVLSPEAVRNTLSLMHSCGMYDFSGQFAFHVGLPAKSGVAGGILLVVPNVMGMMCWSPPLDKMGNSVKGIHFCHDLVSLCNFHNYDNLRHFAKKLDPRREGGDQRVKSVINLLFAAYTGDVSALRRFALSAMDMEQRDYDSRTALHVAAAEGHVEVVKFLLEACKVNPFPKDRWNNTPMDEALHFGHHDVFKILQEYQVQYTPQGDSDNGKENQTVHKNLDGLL
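Two-point fluorescence kinetic (t0, 30 min RT) for hKGA; glutamate detected via glutamate oxidase–HRP–Amplex Red. Substrate: 1 mM L-glutamine solution; buffer 45 mM KH2PO4, pH 8.2.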
IDH1 R132H inh – human IDH1 R132H inhibition. O75874. IDH1-R132H enzyme, NADPH consumption, diaphorase/resazurin fluorescence. Potency, µM (highest dose often 76.6 µM), without a hit: at the highest dose activity change, negative = inhibition, actives largely listed as inhibitors. 390,000 tested, 0.093% active; also: potency is read from the fitted curve at half-maximal effect; % is scaled to controls: 0 for no effect and ±100 for the full control effect; nearly all actives have a fitted effect of over 65% in size
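IDH1-R132H (0.5 ug/mL) preincubated 30 min with compound, then NADPH (0.016 mM) and alpha-KG (2 mM) added; 80 min at RT, pH 7.5. Remaining NADPH coupled via diaphorase/resazurin to fluorescence (540/590 nm); concentration-response curves normalized to no-enzyme control.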
PI4K2A block – blocks human PI4K2A kinase activity; purified PI4K2A, ADP-Glo luminescence, 1 h; hits give low values; Q9BTU6; 420,000 tested, 0.13% active; activity change, negative = inhibition, % at 76.9 µM; in the data active = activity change below about -50%; inconclusive = mostly about -30% to -49%;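 also: -100% = wells without enzyme as full effect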
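In this quantitative HTS, ADP production by PI4K2A was quantified luminescently after 1 h at ambient temperature; 100 microM adenosine served as plate-quality control.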
TrxR1 inh – inhibitors of rat thioredoxin reductase 1 | O89049 | recombinant rTrxR1, NADPH fluorescence consumption, selenite substrate | Potency, µM (doses to about 114 µM), without a hit: top-dose activity change, negative = inhibition, most hits filed as inhibitors | 390,000 tested, 1% active | AID 588453; also: potency is read from the fitted curve at half-maximal effect; % is scaled to controls: 0 for no effect and ±100 for the full control effect; nearly all actives have a fitted effect of over 65% in size
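Rat TrxR1 (90 nM in the dispensed reagent) was pre-reduced with 400 uM NADPH for 5 min at room temperature, then incubated with compound for 15 min. After 400 uM selenite was added, NADPH fluorescence (Ex 340/Em 450 nm) was followed for 8 min.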
Numbers without * were called inactive; i = inactive; u = inconclusive; x = not tested or not shown; & = joins results of further samples; [ ] = another dose, or the depositor's remark. Unless noted, calls follow the shape of the dose curve; as a rule, active = well fitted curve in the direction sought with a large enough effect; inconclusive = small, poorly fitted or top-dose-only effect, or another doubt; inactive = no such curve, though single readings can be large; an effect the other way counts as inactive or inconclusive. A portion of the library; rates above refer to the full screens.

SMILES	TrxR1 substrate	Pin1 inhibitor	Tb PGK inh	USP1 inh	HP1b binding inh	GLS inhibitor	IDH1 R132H inh	PI4K2A block	TrxR1 inh
Cc1nc(SCC(=O)NC2CCCC2)[nH]c(=O)c1Cc1ccccc1	3%	u	x	-9%	33%[activator]	-1%	0%	-1	-2%
CC(C)Cc1cc(C(=O)N2CCN(c3ccc(F)cc3)CC2)no1	-2%[57.1 µM]	3%	-4%	-10%	13%	1%	16%	-4	7%[57.1 µM]
O=C(NCc1cccs1)c1ccc(Cn2c(SCc3cccc(F)c3)nc3cccnc32)cc1	8%	38%[activator]	-3%	1%	3%	3%	-1%	-8	19%
Cc1noc(C)c1NC(=O)N1CCN(Cc2ccccc2)CC1	3%[57.1 µM]	-7%	-3%	-14%	-12%	-3%	3%	-4	-3%[57.1 µM]
Cc1ccc2c(c1)c1c(n2CC(O)Cn2c(C)nc3ccccc32)CCCC1 (centres undefined)	0%	-4%	-9%	-18%	7%	8%	-8%	5	15%
Cc1cccc(-c2nc(CN3CCCC(C(=O)N4CCN(c5cc(Cl)ccc5C)CC4)C3)c(C)o2)c1 (centres undefined)	5%	-11%	-7%	-9%	1%	-3%	-1%	-2	29%
Cn1cccc1Cc1nnc(SCC(=O)N2CCCC2)n1CCc1ccccc1	6%	-3%	-4%	-6%	12%	3%	5%	-2	14%
CCOC(=O)C1(Cc2ccccc2)CCCCCC1=O (centres undefined)	3%[11.4 µM]	-2%	-1%	-8%	67%[activator]	-1%	8%	-2	7%[11.4 µM]
CC1=C(C(=O)Nc2cccc(C(=O)NC3CCCCC3C)c2)SCCO1 (centres undefined)	-9%	-1%	i	-13%	33%	-28%	0%	2	8%
C[C@@H]1CCCCO[C@H](CN(C)C(=O)Nc2cccc3ccccc23)[C@@H](C)CN([C@H](C)CO)C(=O)c2cc(N(C)C)ccc2O1	x	x	-4%	-22%	x	48%[activator]	8%	-2	x
Nc1cccnc1Oc1ccc(F)cc1F	-8%[11.4 µM]	1%	8%	-22%	7%	6%	4%	2	-12%[11.4 µM]
[O-]/C(=C(\C(=S)Nc1cccc2ccccc12)[n+]1ccccc1)c1ccc(Cl)s1	5%[11.4 µM]	22%	-6%	-5%	u	-3%	-3%	-3	0%
CC(=NNC(=O)c1ccncc1)c1ccccc1Cl	11%	-1%	-9%	-2%	-4%	2%	0%	5	24%
COc1cc(OC)cc(C(=O)NCC(c2cccs2)S(=O)(=O)c2ccc(F)c(C)c2)c1 (centres undefined)	3%[57.1 µM]	-1%	-2%	10%	31%	-3%	-15%	-2	9%[57.1 µM]
Cc1ccc(OCC(=O)N2CCc3ccccc32)c([N+](=O)[O-])n1	-9%	3%	-10%	-6%	27%	-2%	0%	-1	21%[57.1 µM]
CCn1c(C)c(C)c2cc(C(=O)NCCN3CCOCC3)ccc21	-1%	u	-5%	-10%	31%	6%	11%	-5	-3%
CC(=O)Nc1ccc(NC(=O)CSc2nc(=O)n(Cc3cccnc3)c3c2CCC3)cc1	-4%	4%	-2%	-14%	21%	10%	-3%	5	-8%
CC1c2ccccc2SC(CCCN(C)C)c2ccccc21 (centres undefined)	-4%	23%	-7%	-16%	9%	-7%	0%	5	-10%
O=C(Nc1ccon1)c1csc2ccccc12	4%	0%	-3%	-9%	21%	3%	1%	-2	14%
Cc1ccc(N=C/C(C(=O)C(F)(F)F)=C(\O)c2cccs2)cc1	10%[57.1 µM]	u	-13%	-18%	47%[activator]	12%	0%	-14	21%[57.1 µM]
COc1ccc(/C(C)=N/N=C(\C)c2ccc(OC)cc2OC)c(OC)c1	13%	-1%	-8%	-15%	8%	-2%	5%	2	18%
Cc1cc(Cl)c2oc(C(=O)N3CCOCC3)c(C)c2c1	x	x	-3%	-7%	x	3%	5%	-3	x
Cc1ccccc1Nc1c(-c2cccnc2)nc2ccccn12	-1%	1%	5%	-5%	38%	4%	-12%	-18	-3%
COc1cc(/C=C/C(=O)Nc2nnc(CC(C)C)s2)cc(OC)c1OC	112%[activator]	-2%	-2%	-19%	7%	-9%	4%	-6	19%
Cc1cccc(N2C(=O)N3[C@H](c4ccc(Br)cc4)[C@@H]4C(=O)N(C(C)(C)C)C(=O)[C@@H]4[C@]3(C)C2=O)c1	-6%	1%	-2%	-30%	26%	-4%	9%	5	10%[57.1 µM]

(next part)
SMILES	TrxR1 substrate	Pin1 inhibitor	Tb PGK inh	USP1 inh	HP1b binding inh	GLS inhibitor	IDH1 R132H inh	PI4K2A block	TrxR1 inh
O=C(COc1cccc(Cl)c1)Nc1nc(-c2ccc(S(=O)(=O)N3CCOCC3)cc2)cs1	9%[57.1 µM]	32%[activator]	0%	-21%	36%[activator]	-3%	1%	6	25%[57.1 µM]
COCCNC(=O)c1cn(C)c2ccc(S(=O)(=O)N3CCCCC3)cc2c1=O	-4%	3%	-4%	-1%	16%[57 µM]	0%	-2%	-4	-4%
COC(=O)c1ccc(-c2nc(CN3CCCN(C(=O)c4ccco4)CC3)c(C)o2)cc1	21%	1%	i	-11%	24%	-4%	-10%	-1	u
CC(=O)c1ccccc1NC(=O)COC(=O)C1CCCN1S(=O)(=O)c1ccccc1F (centres undefined)	1%	-5%	-9%	-20%	44%[activator]	-6%	4%	0	25%
C/C(Cn1nc([N+](=O)[O-])cc1C)=N\NC(=O)c1ccc(O)cc1O	8%[57.1 µM]	5%	-1%	-15%	39%	10%	0%	6	11%[57.1 µM]
COc1ccc(NC(=O)c2c(NCc3cccc(OC)c3)sc3c2CCCC3)cc1	-4%[57.1 µM]	26%	-5%	-8%	13%	-3%	12%	-2	12%[57.1 µM]
CN(Cc1ccccc1)c1nc2c(S(=O)(=O)c3cccc(Cl)c3)nnn2c2ccsc12	8%	-10%	4%	-17%	0%	-2%	15%	-1	19%
CC1=NN(C(=O)COc2ccccc2)C(O)(c2cccnc2)C1 (centres undefined)	5%	-2%	1%	-18%	27%	-3%	-6%	-1	20%
OCCn1c(Cl)nc2ccccc21	2%	10%	9%	-14%	45%	3%	-5%	9	13%
CC(C)CN(CC(C)C)C(=O)C12CCC(C)(C(=O)C1)C2(C)C (centres undefined)	-1%	-6%	-9%	-10%	69%[activator]	0%	9%	-2	2%
Cc1cc(C)c(C(=O)/C=C/c2ccco2)c(=O)[nH]1	-1%[57.1 µM]	-14%	-1%	-12%	0%	u	7%	-11	u
Cc1ccnc(NS(=O)(=O)c2ccc(N)cc2)n1	5%	-5%	8%	-25%	66%[activator]	-2%	-6%	1&0	10%
COc1cc(C(=O)Nc2ccc3c(c2)OCCO3)ccc1OC(F)F	9%[57.1 µM]	-1%	-2%	-6%	18%	1%	9%	-5	25%[57.1 µM]
COCCNC(=O)CSCc1nc(-c2ccc(SC)cc2)oc1C	16%	6%	0%	-8%	31%	11%	1%	-1	-1%
O=S(=O)(Nc1nc2ccccc2s1)c1ccc(Cl)s1	12%	3%	-10%	u	12%	8%	2%	-1	12%[57.1 µM]
O=C(CNC(=O)C1CCCCC1)OCC(=O)c1ccc2c(c1)CCC2	5%	-7%	x	x	27%[57 µM]	x	x	x	1%
CCCOC(=O)c1ccc(NC(=O)c2c(Cl)ccc(Cl)c2OC)cc1	-4%	0%	i	-11%	45%[activator]	-1%	-2%	-7	7%
O=C(Nc1cccc(C(F)(F)F)c1)c1cccnc1	3%[57.1 µM]	-7%	i	-1%	10%	-1%	-6%	9	2%[57.1 µM]
CCOC(=O)[C@H](CCc1ccccc1)N[C@@H](C)C(=O)N1CCC[C@H]1C(=O)O	-1%&4%	4%&-10%	0%&-8%	13%&14%	23%&5%	1%&6%&10%	-4%&4%	3&-1&0	-6%&23%
Cc1cccc(-c2nc3c4c(-c5ccccc5)c(-c5ccccc5)oc4ncn3n2)c1	15%	-7%	0%	-29%	56%[activator]	5%	4%	-5	16%
Cc1cccc(CC(=O)Nc2cccc(-c3nc4cccnc4s3)c2)c1	5%	-9%	-1%	0%	71%[activator]	2%	-2%	8	18%
CC(=O)c1csc(COc2ccc(Cl)cc2)n1	0%	0%	-1%	-8%	56%[activator]	-1%	2%	8	28%
CS(=O)(=O)c1sc(C(=O)NC(=S)Nc2ccc(OC(F)(F)F)cc2)c2c1C=CCC2	-1%	-3%	-8%	-14%	-15%	0%	6%	-3	-26%
CCOC(=O)C1(CCCc2ccccc2)CCN(C(=O)c2ccoc2)CC1	-17%[57.1 µM]	-5%	i	-3%	19%	-12%	5%	2	25%[57.1 µM]
CC1=C(C(=O)OCc2ccc(C)cc2)C(c2ccccc2Cl)CC(=O)N1 (centres undefined)	-5%	u	4%	-18%	11%	6%	-1%	1	4%
CCOc1ccc(C(=O)CCC(=O)N(CC)CC(=O)Nc2c(F)cccc2F)cc1	-9%	30%	i	-15%	24%	-18%	2%	1	-19%
COc1cc(N=Cc2c(CO)cnc(C)c2O)cc(OC)c1OC	0%	1%	i	-19%	39%	3%	10%	4	13%
COC(=O)c1ccc(NC(=O)CN(C)S(=O)(=O)c2ccc(Br)s2)cc1	-10%	-1%	1%	-24%	21%	7%	-4%	-3	-1%
COc1ccc(OCCC(=O)OCC(=O)NCc2ccc(F)cc2)cc1	2%[57.1 µM]	-5%	8%	-4%	34%	-2%	7%	-3	14%[57.1 µM]
Cc1nc2n[nH]c(N)c2nc1C	x	x	-9%	-16%	x	16%	12%	-2	x
